Screening results: PubChem BioAssay, National Center for Advancing Translational Sciences (NCATS)
Pf growth 48h – Primary qHTS for delayed death inhibitors of the malarial parasite plastid, 48 hour incubation; P. falciparum luciferase growth in erythrocytes, 48 h; Potency, µM (series often up to 28.7 µM), for the others: at the top dose activity change, negative = inhibition, usual class: inhibitors; 5.9% of 310,000 active; AID 504832, 2011; further: potency means the concentration at half of the fitted maximal effect; on the % scale 0 is the no-effect control and ±100 the full control effect
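Cell-based growth assay: transgenic P. falciparum expressing firefly luciferase, cultured in red cells within RPMI 1640 containing 0.5% w/v Albumax, 24 mM bicarbonate and gentamycin. A drop in luciferase activity indicates inhibition.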
Cycloheximide cs – Cycloheximide Counterscreen for Small Molecule Inhibitors of Shiga Toxin; cell reporter, cycloheximide protein synthesis inhibition counterscreen; max response, %; 12% of 300,000 active; AID 2314, 2010; in the data active means max response mostly above about 13%, no sharp cut-off; inactive means mostly below about 14%; further: read at 38.3 µM for the half of the compounds with a filed dose; 0% is about no effect
Giardia FBPA inh – qHTS Assay for Inhibitors of Fructose-1,6-bisphosphate Aldolase from Giardia Lamblia | purified Giardia FBPA | 0.71% of 290,000 active | AID 2451, 2010 | Potency, µM (highest dose often 59.6 µM), for the others: at the top dose activity, negative = inhibition, usual class: inhibitors; further: potency means the concentration at half of the fitted maximal effect; on the % scale 0 is the no-effect control and ±100 the full control effect; nearly all actives have a fitted effect of over 55% in size
Target sequence (A8B2U2 whole entry, looked up): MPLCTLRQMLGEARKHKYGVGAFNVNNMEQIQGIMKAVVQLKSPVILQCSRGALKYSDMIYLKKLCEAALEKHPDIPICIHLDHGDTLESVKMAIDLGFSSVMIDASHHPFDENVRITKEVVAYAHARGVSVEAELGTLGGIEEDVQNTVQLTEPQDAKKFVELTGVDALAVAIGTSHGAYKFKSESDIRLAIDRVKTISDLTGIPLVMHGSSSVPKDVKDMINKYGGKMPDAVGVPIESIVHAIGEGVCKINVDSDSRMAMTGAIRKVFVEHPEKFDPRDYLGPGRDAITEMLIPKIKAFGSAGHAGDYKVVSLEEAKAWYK
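40 nM FBPA preincubated 10 min at RT with compound (up to 57.5 uM final), then substrate plus GAPDH/TPI/NAD/arsenate coupling and diaphorase/resazurin added. Fluorescence read after 20 min at RT, 525/598 nm.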
Pf growth 96h – Primary qHTS for delayed death inhibitors of the malarial parasite plastid, 96 hour incubation | P. falciparum luciferase reporter growth, 96 h | Potency, µM (titrated, usually from 28.7 µM), for the others: at the top dose activity change, negative = inhibition, hits mostly inhibitors | 6.9% of 320,000 active; further: potency means the concentration at half of the fitted maximal effect; on the % scale 0 is the no-effect control and ±100 the full control effect
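Infected RBCs, 2% Hct / 0.05% parasitemia final; luciferase-reporter P. falciparum; cpd 96 h, 37 C, 5% CO2; luciferase detection reagent; luminescence.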
Sm TGR inh – qHTS Assay for the Inhibitors of Schistosoma Mansoni Peroxiredoxins; Schistosoma mansoni thioredoxin glutathione reductase (TGR), Q962Y6; purified TGR, DTNB reduction, TNB absorbance 405 nm; Potency, µM (highest dose often 114 µM), inactives show at the top dose activity change, negative = inhibition, most hits filed as inhibitors; 3% of 360,000 active; further: potency means the concentration at half of the fitted maximal effect; on the % scale 0 is the no-effect control and ±100 the full control effect; nearly all actives have a fitted effect of over 60% in size
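TGR 20 nM + NADPH 100 uM (dispensed conc.), cpd preinc 15 min RT; start with NADPH (500 uM addition) then DTNB (15 mM addition). Kinetic TNB absorbance, 405 nm filter. Four-parameter Hill fit across titration.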
Shiga inhibitor – A qHTS for Small Molecule Inhibitors of Shiga Toxin. Vero cells, Shiga toxin protein synthesis inhibition reporter. inhibition, % at 38.7 µM. 9.2% of 290,000 active. AID 2315, 2010; in the data active means inhibition mostly above about 28%, no sharp cut-off; inactive means mostly below about 43%; further: 0% is about no effect
* hit, by the source's call; ? = inconclusive; · = not tested or not shown; & = joins results of further samples; [ ] = remark or other dose. Unless noted, the call rests on the fitted dose curve; in most records, active means well fitted curve in the direction sought with a large enough effect; inconclusive means small, poorly fitted or top-dose-only effect, or another doubt; inactive means no such curve, though single readings can be large; an effect the other way counts as inactive or inconclusive.

SMILES	Pf growth 48h	Cycloheximide cs	Giardia FBPA inh	Pf growth 96h	Sm TGR inh	Shiga inhibitor
O=C(COc1cccc(Br)c1)N/N=C/C(=O)c1ccccc1	7%	7	-9%	?	-8%	-11
Cc1ccc(C)c(CNS(=O)(=O)c2c(C)[nH]c(C)c2C(=O)N2CCCC2)c1	1%	-8	6%	-25%	3%	-16
O=c1oc2cc(OCc3nn[nH]n3)ccc2c2c1CCCC2	6%	-1	-14%	?	-7%	12
O=[N+]([O-])c1ccc(/C=C/C2=NN(c3ccccc3)C(c3ccco3)C2)o1 (stereo not drawn)	-25%	12	-5%	?	40µM*	15
COC(CNc1ncnc2sc(-c3ccccc3)cc12)OC	32%[activator]	14	-1%	38%[activator]	-25%	26
Cc1cc(NC(=O)CC(C)(C)C)nc2c1c(=O)oc1ccccc12	11%	-1	-2%	?	?	14
CC(C)(Oc1ccc(Cl)cc1)C(=O)NC1CCN(Cc2ccccc2)CC1	-30%	·	·	?	-6%	·
CC1(C)CC(=O)N(CC(=O)NCc2ccccc2)c2ccccc2S1(=O)=O	13%	4	6%	51%[activator]	-10%	18
O=C(Nc1ccc(Cl)cc1)N1CCSCC1	·	7	-1%	·	0%	21
CSc1nc(=S)cc(C)[nH]1	1%	1	-10%	22%	2%	14
CCn1nc(NS(=O)(=O)c2ccc(F)cc2)c2cc3cccc(C)c3nc21	11%	-8	·	-15%	-8%	-11
Cc1ccccc1CN1CCC(n2nccc2NC(=O)c2cccnc2)CC1	?	-1	-1%	9.3µM*	5%	-14
NS(=O)(=O)c1ccc(N/N=C/c2cn(-c3ccccc3)nc2-c2cccs2)cc1	0.19µM*	9.3*	2%	0.066µM*	-5%	39*
CC(C)N1CCc2c(sc(NC(=O)CCS(=O)(=O)c3ccccc3)c2C#N)C1	-28%	5	-21%	?	14µM*	17
Cn1c(=O)c2c(ncn2CC(=O)OCC(=O)Nc2cccc(Cl)c2)n(C)c1=O	13%	-2	-1%	0%	-4%	-5
N#Cc1cc2c(=O)n3ccccc3nc2n(Cc2ccco2)c1=NC(=O)c1ccco1	?	-4	-26%	12µM*	-24%	11
O=C(NCCCNc1ccc([N+](=O)[O-])cc1Cl)c1ccccc1F	-15%	11	-8%	53%[activator]	0%	-3
CCn1c(Cl)c(C=O)s/c1=N\S(=O)(=O)c1ccccc1	?	-9	-8%	?	0.32µM*	-39
Cc1ccc(C(=O)OCC(=O)NC(=O)c2cccn2C)cc1[N+](=O)[O-]	46%[activator]	-4	3%	22%	9%	-1
CC1CCC2(CC1)NC(=O)N(CC(=O)NCc1ccc3c(c1)OCO3)C2=O (stereo not drawn)	10%	-3	-1%	0%	-3%	2
CC(C)C(C(=O)Nc1nccs1)c1ccccc1 (stereo not drawn)	?	-2	-4%	?	-24%	-9
O=C(NCCc1ccccc1)C1CCN(S(=O)(=O)N2CCC3(CC2)OCCO3)CC1	-14%	-3	3%	55%[activator]	-14%	1
COC(=O)[C@]1(C)N[C@H](c2ccc(SC3CCCCC3)c(OC)c2)[C@@H]2C(=O)N(C)C(=O)[C@@H]21	?	·	·	?	-12%	·
Cc1nc2ccccc2n1CC(O)Cn1c2ccccc2c2ccccc21 (stereo not drawn)	12µM*	-3	-6%	·	3%	-11
Cc1noc(C)c1S(=O)(=O)N(CC(=O)NC(C)c1ccccc1)c1ccc(C(C)C)cc1 (stereo not drawn)	?	1	·	?	8%	-2
Cc1ccc(Nc2nnc(SC3CCOC3=O)s2)cc1 (stereo not drawn)	0%	1	-21%	37%[activator]	-21%	13
COc1ccc(NC(=O)Cn2nc(C(F)(F)F)c3c2CCCC3)c(OC)c1	8%	-2	-6%	·	2%	1
COc1ccc(NC(=O)CCn2ccnc2)c(OC)c1	2%	-2	2%	?	-6%	-6
CSc1nc2c(c(=O)[nH]1)C(c1cccc(Cl)c1)CC(=O)N2 (stereo not drawn)	-15%	1	0%	13%	-7%	-12
Cc1nn(C)cc1CN(C)C(=O)c1ccc(OC2CCN(Cc3ccccn3)CC2)cc1	18%	7	-7%	-21%	?	-5
N#Cc1c(Cn2cncn2)nc(=O)n(-c2ccccc2)c1N	58%	-2	-2%	75%[1.15 µM]	2%	-9
COc1ccccc1C(=O)N(C)c1nnc(-c2ccccc2)s1	0%	37*	-16%	?	-2%	66*
CC(C)(C)c1cc(N)n(-c2ccc(C(=O)O)cc2)n1	32%[activator]	8	-2%	11%	·	10
CC(C)CN1C(=O)C(=Nc2cccnc2)c2ccccc21	0%	-2	-15%	20%	0%	-5
O=C(COc1cccc2cccnc12)N/N=C1\SCC(=O)N1CCc1ccccc1	9%	-1	1%	-1%	8%	17
O=C(/C=C/c1ccccc1)CC(=O)c1ccccc1O	8%	25*	-3%	?	0%	27*
COc1ccccc1NC(=O)C(Sc1ccccc1)c1ccccc1 (stereo not drawn)	?	8	-15%	?	-5%	-1
COc1ccc(C2c3[nH]c4ccccc4c3C[C@H]3C(=O)N(CCCO)CC(=O)N23)cc1OC (stereo partly drawn)	-18%	-4	-4%	-11%	5%	-7
Cc1ccccc1NC(=S)N1CCN(Cc2ccccc2)CC1	5%	-5	2%	1.2µM*	-1%	-12
CCc1ccc(C(=O)COC(=O)c2cc([N+](=O)[O-])ccc2N2CCOCC2)cc1	?	·	·	?	-1%	·
CC(=O)NCCC(=O)Nc1sc2c(c1-c1nc3ccccc3[nH]1)CCCC2	?	11	-9%	?	0%	9
Cc1ccccc1-c1noc(C(C)NC(=O)c2ccco2)n1 (stereo not drawn)	23%	-3	7%	19%	?	-13
O=C(NC1CCCCC1)C(c1ccc2ncccc2c1)N(Cc1ccc(F)cc1)C(=O)c1ccc2c(c1)OCCO2 (stereo not drawn)	?	-3	-7%	10µM*	7%	14
COc1cc(SC)ccc1C(=O)Nc1cccc(C2OCCCO2)c1	47%[activator]	32*	-7%	321%[activator]	-1%	71*
CCN(CC)CCNC(=O)c1sc2ncn(CC(=O)Nc3ccc(C)c(Cl)c3)c(=O)c2c1C	?	-6	-1%	-28%	0%	15
O=C(CSc1nnc2ccccn12)NNC(=O)c1ccc(Br)cc1	0%	-3	2%	?	9%	16
N#CCCN(CCC#N)S(=O)(=O)c1ccc(C(=O)Nc2nc(-c3ccccc3)c(C(=O)c3ccccc3)s2)cc1	-1%	5	1%	6%	2%	-12
CCSC1=N/C(=C/c2ccsc2)C(=O)N1c1ccccc1	20%	-2	-2%	7.4µM*	2%	-9
COc1ccc(-c2csc(=Nc3c(C)n(C)n(-c4ccccc4)c3=O)n2C(C)(C)C)cc1	?	0	13%	33%[activator]	-19%	4
CC1(C)CC(=O)C2=C(C1)N(Cc1ccco1)C(=O)C2(NC(=O)C1CCCCC1)C(F)(F)F (stereo not drawn)	?	-3	5%	8%	32µM*	-5
Cc1noc(C)c1S(=O)(=O)N1CCC(C(=O)N2CCN(C(=O)c3ccco3)CC2)CC1	·	-3	2%	?	7%	-9
CCC1(c2ccccc2)NC(=O)N(CC(=O)c2ccc3c(c2)OCO3)C1=O (stereo not drawn)	?	·	·	7%	4%	·
O=S(=O)(c1ccccc1)n1nc(-c2ccccc2)nc1NCc1ccco1	69%[activator]	30*	-1%	26%	0%	74*
O=C1NCC(O)=C1C=NC12CC3CC(CC(C3)C1)C2	?	-3&-4	-3%&3%	?	-1%&0%	-13&-13
CCN(CC)CCCNC(=O)C1CCN(C(=O)c2cc3sccc3n2Cc2ccc(F)cc2)CC1	·	-4	-2%	24%	11%	-11
O=C(Nc1ccccc1)C1=C[C@@H](c2csc3ccccc23)C[C@@H](OCc2ccc(CO)cc2)O1	?	-1	-4%	9.3µM*	7%	7
S=c1sc2c(N3CCOCC3)ncnc2n1-c1ccccc1	·	19	9%	15µM*	3%	36
Cc1ccc(S(=O)(=O)c2c(C)cc(C)nc2Oc2cccc(C(F)(F)F)c2)cc1	?	10	-2%	?	6%	-6
CCOC(=O)CSc1nnc(NC(=O)C2CC(=O)N(c3ccc(F)cc3)C2)s1 (stereo not drawn)	-26%	4	·	15µM*	-31%	-12
O=C(NCc1ccco1)c1cccc(S(=O)(=O)N2CCCC2)c1	2%	-3	-2%	?	50µM*	-3

6 entries out of the list, sorted by SMILES length, descending:
SMILES	Pf growth 48h	Cycloheximide cs	Giardia FBPA inh	Pf growth 96h	Sm TGR inh	Shiga inhibitor
N#CCCN(CCC#N)S(=O)(=O)c1ccc(C(=O)Nc2nc(-c3ccccc3)c(C(=O)c3ccccc3)s2)cc1	-1%	5	1%	6%	2%	-12
O=C(Nc1ccccc1)C1=C[C@@H](c2csc3ccccc23)C[C@@H](OCc2ccc(CO)cc2)O1	?	-1	-4%	9.3µM*	7%	7
CCN(CC)CCCNC(=O)C1CCN(C(=O)c2cc3sccc3n2Cc2ccc(F)cc2)CC1	·	-4	-2%	24%	11%	-11
CC(=O)NCCC(=O)Nc1sc2c(c1-c1nc3ccccc3[nH]1)CCCC2	?	11	-9%	?	0%	9
COc1cc(SC)ccc1C(=O)Nc1cccc(C2OCCCO2)c1	47%[activator]	32*	-7%	321%[activator]	-1%	71*
Cc1ccccc1-c1noc(C(C)NC(=O)c2ccco2)n1 (stereo not drawn)	23%	-3	7%	19%	?	-13

Additional entries:
SMILES	Pf growth 48h	Cycloheximide cs	Giardia FBPA inh	Pf growth 96h	Sm TGR inh	Shiga inhibitor
COc1ccc(C)cc1S(=O)(=O)N(CC(=O)NC1CCCC1)c1ccc(F)cc1	41%[activator]	-1	·	9.3µM*	-23%	-3
COc1ccccc1NC(=O)Nc1ccc2c(c1)OCCO2	56%[activator]	24*	2%	4%	-1%	122*
CCCCOP(=O)(c1ccc(N(C)C)cc1)C(O)c1c(Cl)cccc1Cl (stereo not drawn)	?	-1	-4%	?	12%	-6
COc1cccc(CNC2CCCC2)c1	·	-7	-15%	?	-1%[11.4 µM]	-12
C/C(=N\NC(=O)c1cccs1)c1cccnc1	42%[activator]	17	-1%	35%[activator]	3%	72
CC(C)C(=O)NCCc1nc2ccccc2n1C	21%	-2	1%	·	-21%	-13
Cc1cc(C(=O)N[C@H](c2ccccc2)[C@@]2(C)C[C@@H]2[C@@H](C)C(=O)Nc2ccc3ccccc3c2)n(C)n1	2.6µM*	-3	-11%&0%	3.7µM*	-13%	-16
CCOC(=O)C1(CCCc2ccccc2)CCN(C(=O)CCc2cnccn2)CC1	?	12	-2%	?	4%	10
Cc1ccc(C)c(NC(=O)CCC(=O)OC(C(=O)c2ccccc2)c2ccccc2)c1 (stereo not drawn)	3%	-3	0%	?	-29%	-45
Cc1sc(NC(=O)COc2ccccc2)c(C#N)c1C	109%[activator]	41*	-8%	24%	10%	96*
CCOc1ccc(S(=O)(=O)NCCC(=O)N(C)CC(=O)Nc2ccc(OC)cc2)cc1	-7%	-1	·	2%	-34%	-3
Cc1cc(C)cc(NC(=O)Nc2cccc(S(N)(=O)=O)c2)c1	?	-1	1%	43%[activator]	-10%	12
C=CCn1c(SCC(=O)Nc2ccc(C(=O)O)cc2)nc2sc(C)c(C)c2c1=O	-3%	·	·	15%	-7%	·
C=CCN=C(NC#N)SCC(=O)NCc1ccccc1	2%	13	-7%	-1%	5%	-15
COc1ccc(CCNC2CCCCCC2)cc1	9%	-2	-13%	-7%	4%	-11
CCOC(=O)Oc1c(OC)cc(C(=O)O[C@@H]2C[C@@H]3CN4CCc5c([nH]c6cc(OC)ccc56)[C@H]4C[C@@H]3[C@H](C(=O)OC)[C@H]2OC)cc1OC	2.6µM*	·	·	2.9µM*	-9%	·
COC(=O)CSc1nc2c(cnn2-c2ccc(Cl)cc2)c(=O)[nH]1	13%	-1	-22%	1%	6%	-6
